# ABCB6 inh MLPCN = human ABCB6 transporter inhibition. K562-ABCB6 porphyrin accumulation, flow cytometry, 1 h; hits give low values. fluorescence ratio to DMSO, % at 10 µM. Q9NP58. 0.19% of 360,000 active;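 active = fluorescence ratio to DMSO below 75%, the collection mean minus 3 SD; inconclusive = too few cells collected in the well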;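 also: signal is porphyrin accumulated inside mitochondria; 100% equals median channel fluorescence of DMSO control wells; lower ratio means ABCB6 inhibition with less porphyrin fluorescence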
# Target sequence (Q9NP58 whole entry, looked up): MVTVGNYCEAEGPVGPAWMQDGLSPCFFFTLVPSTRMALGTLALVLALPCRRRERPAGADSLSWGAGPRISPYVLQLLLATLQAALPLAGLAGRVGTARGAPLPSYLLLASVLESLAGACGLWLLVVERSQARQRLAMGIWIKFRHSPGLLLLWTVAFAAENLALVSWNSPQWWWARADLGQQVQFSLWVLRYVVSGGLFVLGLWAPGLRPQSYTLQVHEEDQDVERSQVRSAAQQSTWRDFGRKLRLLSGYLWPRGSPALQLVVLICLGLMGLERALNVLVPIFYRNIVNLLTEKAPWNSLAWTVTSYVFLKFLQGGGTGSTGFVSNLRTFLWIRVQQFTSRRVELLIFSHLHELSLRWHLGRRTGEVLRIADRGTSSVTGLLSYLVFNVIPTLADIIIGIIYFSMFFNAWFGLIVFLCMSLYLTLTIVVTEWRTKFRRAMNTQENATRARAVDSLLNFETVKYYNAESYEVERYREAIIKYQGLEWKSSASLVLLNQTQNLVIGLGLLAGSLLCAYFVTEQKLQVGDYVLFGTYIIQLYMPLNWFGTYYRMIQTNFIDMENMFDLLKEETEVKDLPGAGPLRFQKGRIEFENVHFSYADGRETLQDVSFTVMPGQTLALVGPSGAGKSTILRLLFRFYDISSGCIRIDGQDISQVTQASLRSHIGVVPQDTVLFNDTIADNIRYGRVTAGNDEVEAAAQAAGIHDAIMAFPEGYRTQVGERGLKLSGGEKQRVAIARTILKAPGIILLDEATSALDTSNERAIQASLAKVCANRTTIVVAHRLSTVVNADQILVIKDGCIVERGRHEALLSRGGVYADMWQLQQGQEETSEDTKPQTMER
# Vif imaging = blocks HIV Vif function. HEK293T cells, Vif self-association by quenched fluorescence, imaging, 24 h. inhibition, % at 7.49 µM. 0.35% of 340,000 active. AID 602346; in the data active = inhibition above about 50%, passing the limit was not always enough; inconclusive = no clear call, values can overlap the other calls; inactive = below about 31%; also: some results filed as inactive read as strong as hits
# MC4R ag barr = activates human MC4R beta-arrestin recruitment | P32245 | U2OS MC4R beta-arrestin complementation, luminescence; percent of melanotan II response, DMSO zero | activation, % at 8.9 µM | 0.98% of 360,000 active | AID 540308;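 active = activation above a per-plate cutoff, the mean activation of sample wells on that plate plus 3 SD, cut at about 8% in these data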
# MC4R antagonist = human MC4R antagonism in cAMP assay | MC4R-expressing cells, MTII-stimulated cAMP, LANCE TR-FRET | P32245 | inhibition, % at 6.5 µM | 0.48% of 360,000 active;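 active = inhibition above its plate's cutoff, the mean of tested wells on that plate plus 3 SD, cut at about 29% in these data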;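 also: 0% = Melanotan II alone and 100% = Melanotan II plus saturating MCL0020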
#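 Material – human MC4R-expressing U2OS cells · Repeats – no replicates · Detection – TR-FRET with Eu-cAMP and labeled anti-cAMP, 671 nm · Times – compound 30 min, challenge 1 h, detection 1 h · Compound – single nominal compound dose of 6.5 µM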
# m5-HT2A agonist = mouse HTR2A agonism via beta-arrestin recruitment; P35363; 0.66% of 360,000 active; CHO-K1 mHTR2A beta-arrestin complementation, luminescence; percent of 30 µM serotonin response; activation, % at 7.6 µM;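 active = activation above a run cutoff, the mean activation of all tested compounds plus 3 SD, cut at about 14% in these data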;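 also: 0% = plate median of compound wells and 100% = 30 µM serotonin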
# N-glyco inh = blocks N-linked glycosylation in D54 reporter cells | D54 ERlucT glycosylation luciferase reporter, 24 h; percent of 100 nM tunicamycin response | reporter increase, % at 12.5 µM | 0.23% of 360,000 active | AID 588692;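 active = mean luciferase reporter signal, scaled so untreated is 0 and the glycosylation-blocking control 100, at or above a set limit in every replicate; inconclusive = mean reaches the limit but not every replicate does; inactive = mean below the limit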;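 also: luciferase carries N-glycosylation sites so blocking glycosylation raises the light; 0% = median of neutral control wells and 100% = median of 100 nM tunicamycin wells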
# CaV13 ICDI inh = Disruptors of the CACNA1D IQ motif to Ca2+-dependent inactivation inhibitor domain association, primary screening, Förster resonance energy transfer in intact living … | HEK cells, CFP/YFP FRET ICDI-IQ, plate reader, 10 min; percent FRET-ratio fall versus neutral wells | inhibition, % at 12.3 µM | 0.098% of 340,000 active | AID 743397;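 active = mean replicate inhibition of at least 30% and at least 1% of replicates passing that level; inconclusive = only one of the two criteria is met; inactive = neither criterion is met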;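 also: 0% = median of the neutral control wells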
# H9c2 protect = myocardial damage modulation in H9c2 cells | protection from H2O2 cell death, % at 20 µM | H9c2 cardiomyocytes, H2O2 injury protection, ATPLite, 2 h | AID 588492 | 0.63% of 360,000 active;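 active = compounds giving at least 50% protection of heart cells from peroxide-induced death in the single-dose screen, raw or plate-pattern-corrected value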;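 also: 0% = DMSO wells with peroxide and 100% = DMSO wells without peroxide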
# aDG glyco up = alpha-DG glycosylation activation; Pro5-aDG cells, alpha-DG glycosylation AlphaScreen (IIH6); 0% Pro5, 100% B10-LARGE cell signal; AID 624168; activation, % at 10 µM; 0.22% of 360,000 active;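 active = activation of at least 8% versus controls, or a plate z-score of at least 8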;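 also: Pro5 are CHO cells carrying HIG-tagged alpha-DG that lacks glycosylation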
# PDI inh = PDI (human) enzyme inhibition | P07237 | PDI insulin aggregation turbidity, A650, 90 min | 0.052% of 350,000 active | inhibition, % at 10 µM | AID 588391;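 active = mean inhibition across replicates of 30% or more, whatever share of single replicates reach that level; inconclusive = mean inhibition below 30% while every single replicate reaches 30%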;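 also: absorbance from insulin aggregation driven by PDI reduction with DTT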
# Numbers without * were called inactive; ? = inconclusive; nt = no result given.
SMILES,ABCB6 inh MLPCN,Vif imaging,MC4R ag barr,MC4R antagonist,m5-HT2A agonist,N-glyco inh,CaV13 ICDI inh,H9c2 protect,aDG glyco up,PDI inh
COc1ccc(C)cc1N1C(=N)/C(=C2/Nc3ccccc3S2)C(c2ccccc2)C1=O (centres undefined),110,13,-1.3,11,5,9,-15,-3,-0.5,6
O=C(NC(=S)N1CCc2ccccc21)c1ccc(Br)o1,102,6,-2.7,-8,-5,11,nt,2,0.1,8
COc1ccc(CC(=O)Nc2ccccc2N2CCCCC2)cc1OC,100,-9,-1.5,14,0,-3,-7,-1,-0.1,-14
CCSc1nnc(-c2ccccc2N=Cc2c(C)[nH]n(-c3ccccc3)c2=O)c(=O)[nH]1,97,1,1.5,18,-7,2,-3,-10,-0.1,15
CCC(=O)N/N=C(\C)CC(=O)Nc1cc(Cl)ccc1C,96,12,-2.0,7,0,1,-3,6,-0.2,-8
COC(=O)COc1ccc(C2Nc3c(Cl)ccc(C(=O)O)c3C3C=CCC32)cc1 (centres undefined),96,-1,-1.5,-2,1,0,-9,0,0.4,-4
COc1ccc(CCNS(=O)(=O)c2cccc(S(=O)(=O)N3CCCC3)c2)cc1OC,99,-4,-0.6,8,-3,-3,nt,-16,0.1,1
CN[C@H](C(=O)NC[C@H]1O[C@@H](n2cnc3c(N)ncnc32)[C@H](O)[C@@H]1O)[C@@H](C)OCc1ccccc1,98,nt,0.6,-2,4,0,-5,16,0.0,-7
Cc1cc(C)n(Cc2ccc(C(=O)O)cc2)n1,104,6,2.2,1,5,1,-9,0,-0.2,1
CCn1c(SCc2c(Cl)cccc2Cl)nc2nc3c(cc2c1=O)CCCC3,100,16,-1.1,9,-2,3,-4,-4,0.0,-2
COC(=O)c1cc2sc(Cl)cc2n1CC(=O)N1CCCc2ccccc21,100,0,2.3,7,-7,-6,nt,3,0.5,-2
CC(C)(C)NC(=O)C(c1ccncc1)N(C(=O)c1csnn1)c1cccc2ccccc12 (centres undefined),95,0,-1.2,13,-1,1,-4,-1,0.4,3
O=C(/C=C/c1ccccc1)Nc1ccc(C(=O)N2CCCCC2)cc1,92,2,-1.0,15,1,1,-2,6,-0.3,-4
COCCNC(=S)Nc1ccccc1Cc1ccccc1,98,-6,-2.7,13,3,-1,3,8,-0.1,1
O=c1[nH]c(=S)[nH]c2c1C(c1cc([N+](=O)[O-])c(N3CCOCC3)cc1N1CCOCC1)O2 (centres undefined),93,-3,1.6,8,1,-2,-4,6,-0.5,2
O=C(c1cccn(Cc2ccc(Cl)c(Cl)c2)c1=O)N1CCOCC1,105,-2,-2.6,3,-3,1,-4,8,-0.2,6
CCCC[C@@H]1CNCCN1CC1(c2ccccc2)CC1,100,-3,-0.3,3,0,-1,-4,-8,0.0,-4
Cc1ccc(NC(=S)NNc2ncc(C(F)(F)F)cc2Cl)c(C)c1,92,-19,-0.7,3,-4,-1,1,-5,0.4,-1
COc1ccc2c(c1)OC1=C(C(=O)CCC1)C2C1=C(O)CCCC1=O (centres undefined),108,-5,-1.4,8,0,4,nt,2,0.1,5
Cc1ccc(NC(=O)NNC(=O)c2snnc2C)cc1,103,14,-2.8,9,-4,0,-5,15,-0.3,-2
CC(C)Cc1cc(C(=O)NCc2cccs2)no1,101,-3,1.9,19,5,-3,-7,-5,-0.3,nt
O=C1NC[C@H](CCCCN2C[C@H](Cc3ccc(O)cc3)N(CCc3ccccc3)C(=O)C2=O)N(CCc2ccc(O)cc2)C1=O,87,nt,nt,nt,3,nt,-9,nt,-0.1,nt
COc1ccc(CN2CCNC(=O)C2CC(=O)NCCc2nc(C)c(C)s2)c(OC)c1 (centres undefined),102,-5,-2.4,15,5,1,-7,-2,0.0,-2
COc1cccc(CNC(=O)CN2C(=O)CCSc3ccc(S(=O)(=O)N4CCCC4)cc32)c1,100,22,1.5,0,-3,0,-7,6,0.2,-11
N#CC1=C(N2CCOCC2)/C(=C\c2ccccc2)CC1,102,2,1.6,10,-3,-1,2,-2,0.1,3
# More structures follow:
SMILES,ABCB6 inh MLPCN,Vif imaging,MC4R ag barr,MC4R antagonist,m5-HT2A agonist,N-glyco inh,CaV13 ICDI inh,H9c2 protect,aDG glyco up,PDI inh
Cc1oc2ccc(OCc3ccc(Br)cc3)cc2c1C(=O)O,89,0,-0.4,0,-1,-1,-20,-5,-0.2,1
CCOC(=O)NC1Cc2ccccc2C1Sc1ccccn1 (centres undefined),98,0,-1.1,6,0,0,-17,-3,0.3,-17
Cn1c(CCNC(=O)c2cccs2)nnc1SCC(=O)Nc1nc(-c2ccccc2)cs1,89,-8,-2.2,-1,8,-1,-9,19,-0.3,1
CCn1c(SCc2nc3cc(OC)c(OC)cc3c(=O)[nH]2)nnc1-c1ccncc1,108,-1,-1.3,11,4,1,nt,12,-0.1,-1
O=C(NCCc1nnc2ccc(NCc3ccccc3Cl)nn12)c1ccccc1,95,10,-4.0,4,-3,0,-8,4,-0.1,-1
O=C(C1CCCO1)N1CCN(c2ccccn2)CC1 (centres undefined),98,12,-2.5,-2,0,1,1,1,-0.2,0
O=C(COc1ccc2c(c1)OCO2)Nc1nncs1,99,23,-0.7,4,-4,0,-3,-3,0.0,1
Cc1coc2cc3oc(=O)c(CCC(=O)NCCCN4CCOCC4)c(C)c3cc12,103,1,0.7,19,8,1,nt,-7,0.1,nt
O=C(CN(Cc1ccccc1F)C(=O)Cn1nnc(-c2cccs2)n1)NC1CCCCC1,100,2,-0.7,5,3,-1,-4,-2,0.3,-1
COc1ccccc1C1CCN(Cc2ccccc2)CC1,96,-3,-1.3,-3,-8,1,-18,2,-0.1,6
O=C(c1ccccc1)n1ccc(-c2cnc(-c3ccccc3)s2)n1,104,6,1.1,3,5,-9,0,-21,-0.1,-6
CCN(C(=O)CSc1nnc(Cn2nnc3ccccc32)o1)c1nc(-c2ccccc2)cs1,98,2,3.3,2,-2,-1,-2,-18,5.4,4
O=C(C[n+]1ccccc1)N/N=C/c1ccccc1F,101,-4,3.5,24,0,1,-4,5,-0.1,4
COc1ccccc1-c1nnc(SCC(=O)N2CCC(C)CC2)o1,93,-3,0.5,10,0,-1,1,2,-0.1,-2
CC1CCN(S(=O)(=O)c2ccc(NC(=O)c3cccs3)cc2)CC1,99,-10,-0.9,-2,-7,-3,nt,-12,-0.1,-4
COc1cc(C2C3=C(CCCC3=O)OC3=C2C(=O)CCC3)ccc1OCC(=O)Nc1ccccc1,91,4,-1.3,5,-7,1,nt,3,-0.2,12
COc1ccc([N+](=O)[O-])cc1NC(=S)NC(NC(=O)C(c1ccccc1)c1ccccc1)C(Cl)(Cl)Cl (centres undefined),94,nt,-2.5,5,-2,-4,-5,-22,1.7,17
COc1ccc(C(=O)n2nc(-c3ccccc3)nc2SC)cc1,93,-5,0.1,-3,3,3,nt,10,-0.3,0
CC(=O)c1cnc2nc(SCc3ccc(Cl)cc3)nn2c1C,99,3,-0.4,5,0,1,-21,0,1.1,12
Cc1ccc(NC(=O)CSc2ccc(-c3ccccn3)nn2)cc1,102,-9,-1.0,3,3,-4,-3,54*,0.4,-3
CCC(=O)c1cccc(-c2ccccc2)c1CC,99,-1,1.4,9,7,0,-4,-7,0.7,-2
CCOC(=O)c1cccc(NC(=O)COC)c1,98,nt,-0.4,5,-1,2,nt,-3,-0.2,-2
O=Cc1ccc(C(=O)OCC(=O)N2CCCC2)cc1,100,9,1.2,20,-5,0,-4,2,-0.2,5
O=C(Nc1nnc(S(=O)(=O)N2CCCCC2)s1)c1ccc(Cl)cc1,95,12,-0.2,9,-1,0,18,-30,0.1,nt
COc1ccc(CNC(=O)C(c2ccncc2)N(C(=O)Cc2cccs2)c2ccccc2)cc1 (centres undefined),95,-3,-0.6,-1,-2,3,-5,18,0.0,0
# (list continues)
SMILES,ABCB6 inh MLPCN,Vif imaging,MC4R ag barr,MC4R antagonist,m5-HT2A agonist,N-glyco inh,CaV13 ICDI inh,H9c2 protect,aDG glyco up,PDI inh
O=Cc1c(NCc2ccc(Cl)cc2)c2ccccc2[nH]c1=O,97,-1,-1.0,7,4,-2,1,3,0.0,-4
Cc1ccn2c(-c3n[nH]c(=S)n3Cc3ccccc3)c(C)nc2c1,93,3,1.4,-3,5,0,-11,-1,-0.1,-11
O=C(Nc1c2c(nn1-c1ccc(F)cc1)CS(=O)C2)C12CC3CC(CC(C3)C1)C2 (centres undefined),113,nt,-2.0,6,-7,1,nt,3,1.3,-4
COc1ccccc1NC(=O)Cn1c(CN2CCCCC2)nc2ccccc2c1=O,103,-1,0.2,1,0,-4,nt,-6,-0.1,3
Cc1noc(C)c1COc1ccc(C(=O)NCC2CCCO2)cc1 (centres undefined),90,4,-0.7,2,1,-1,-4,-4,-0.3,-6
O=C(CCCN1C(=O)c2ccccc2C1=O)Nc1nnc(C2CC2)s1,106,3,-0.5,25,1,-2,-4,1,0.3,0
C/C(=N/NC(=O)Cc1c(C)[nH][nH]c1=O)c1ccc(O)cc1,100,13,0.5,-2,3,0,-19,3,-0.3,-3
COc1ccnc(Nc2cccc(C)c2)c1C#N,97,36,0.2,0,1,0,-9,6,0.0,21
O=C(Nc1ccn(Cc2ccc(Cl)cc2)n1)c1ccccc1,96,-4,-1.3,-4,-1,-2,-3,-6,0.2,-4
COc1cccc(-c2ccc3c(N)c(C(=O)NC4CC4)sc3n2)c1,93,-10,-0.5,19,3,0,-11,1,0.3,-8
COc1ccc([C@H]2CC(=O)C=C(c3cc(C=O)ccc3OC)C2)cc1,99,-4,-0.5,-12,-1,?,-4,-1,0.9,-10
CC(C)Cc1ccc(/C=C/C(=O)N2CCOCC2)cc1,99,7,-0.5,8,1,-2,-2,-7,-0.1,-6
CN(C)c1cc[n+](Cc2c(Cl)cccc2Cl)cc1,97,3,1.0,14,1,3,-4,-13,-0.2,4
COc1ccccc1CNc1nc(NCc2ccc(C(C)C)cc2)c2sccc2n1,102,-39,-1.7,-6,-6,-11,-8,-27,1.4,4
O=C(c1sc2ccccc2c1Cl)N(Cc1ccccc1)C1CCS(=O)(=O)C1 (centres undefined),97,-2,-1.4,3,0,2,-6,1,0.0,-8
CCOc1ccc(NC(=O)C2CCCN(c3cnccn3)C2)cc1 (centres undefined),98,19,-1.6,1,-3,0,-5,6,0.4,-3
CC1(C(=O)NS(=O)(=O)c2ccc(Cl)cc2)CCN1C(=O)Cc1cccs1 (centres undefined),100,nt,-1.2,6,4,2,-7,1,0.0,-6
Cc1ccc(C)c(NC(NC(=O)c2ccccn2)C(Cl)(Cl)Cl)c1 (centres undefined),91,-3,0.6,6,3,-1,15,-3,0.4,-4
CN(CC(=O)NCc1ccccc1)S(=O)(=O)c1cnc[nH]1,100,-5,2.6,-5,3,1,-8,6,-0.1,-8

# Source: PubChem BioAssay
